Assay outcomes: PubChem, National Center for Advancing Translational Sciences (NCATS)
S2 tox – viability counter-screen for ATXN expression inhibitors. S2 cells (HEK-293 line with an ATXN2-luciferase reporter) viability, CellTiter-Fluor protease fluorescence, 24 h. Potency, µM (top dose mostly 56.7 µM), hits mostly cytotoxic. actives 0.49% (n = 400,000). AID 651635; also: potency is read from the fitted curve at half-maximal effect; nearly all actives have a fitted effect of over 40% in size
MCF10A rereplic – induces DNA re-replication in MCF 10a normal breast cells | actives 2.9% (n = 350,000) | Potency, µM (series often up to 46.1 µM), for inactives: at the top dose activity, positive = re-replication, most hits filed as activators | MCF 10A DNA re-replication, Hoechst nuclear intensity, 48 h; also: potency is read from the fitted curve at half-maximal effect; % of control where 0% means no effect; nearly all actives have a fitted effect of over 50% in size
KB-3-1 tox – KB-3-1 parental cell cytotoxicity; KB-3-1 viability, CellTiter-Glo ATP luminescence, 72 h; AID 1347075; Potency, µM (top dose mostly 46.1 µM), inactives show at the top dose activity change, negative = cytotoxic, actives largely listed as cytotoxic; actives 1.4% (n = 400,000); also: potency is read from the fitted curve at half-maximal effect; % is scaled to controls: 0 for no effect and ±100 for the full control effect; nearly all actives have a fitted effect of over 60% in size
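Here the drug-naive KB-3-1 line serves as comparator for MDR sub-line selectivity; cells received compound titrations, 72 h at 37 °C, then CellTiter-Glo readout.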
SW480 rereplic – inducers of DNA re-replication in SW480 colon cancer cells | Potency, µM (titrated, usually from 46.1 µM), without a hit: at the highest dose re-replication activation, hits mostly activators | AID 624297 | actives 1.8% (n = 340,000) | SW480 DNA re-replication, Hoechst DNA content imaging, 48 h; also: potency is read from the fitted curve at half-maximal effect; % of control where 0% means no effect; nearly all actives have a fitted effect of over 55% in size
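Per well, 250 cells were exposed to pinned compound for 48 hr. Nuclear DNA was visualised with Hoechst (40 min, 37 C) and total object intensity recorded by fluorescence scanning.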
IL-1B inflam inh – blocks inflammasome-driven IL-1 beta release; THP-1 LPS/ATP IL-1B secretion, AlphaLISA, 16 h; active compounds read low; activity change, % at 57.5 µM; actives 4.7% (n = 360,000); in the data active = activity change below about -50%; inconclusive = mostly about -30% to -49%; also: % is scaled to controls: 0 for no effect and ±100 for the full control effect
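THP-1 cells pretreated 1 hr with compounds (up to 57.5 uM final), then stimulated with LPS (250 ng/mL final) plus ATP (1.25 mM final); secreted IL-1B measured by AlphaLISA after 16 hr, decreased signal indicating inhibition.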
HT1080 IDH1KD tx – toxicity to HT-1080 IDH1 knockdown cells (counter line) | HT-1080 IDH1 knockdown viability, ATP luminescence, 48 h | Potency, µM (doses to about 46.1 µM), for inactives: top-dose activity, negative = toxicity, most hits filed as cytotoxic | actives 2% (n = 360,000) | AID 686971;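 also: potency is read from the fitted curve at half-maximal effect; 0% = DMSO wells and -100% = cell-free medium wells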
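In this qHTS, HT-1080 cells depleted of IDH1 are exposed for 48 h at 37 °C to compound titrations. Toxicity is scored from CellTiter-Glo luminescence, with DMSO as full viability and medium alone as none.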
ATXN2 expr inh – reduces ATXN2 reporter expression in HEK-293 cells | HEK-293 ATXN2-luciferase reporter, luminescence, 24 h | Potency, µM (series often up to 57 µM), inactives show top-dose activity change, negative = inhibition, usual class: inhibitors | actives 0.72% (n = 360,000); also: potency is read from the fitted curve at half-maximal effect; % is scaled to controls: 0 for no effect and ±100 for the full control effect; nearly all actives have a fitted effect of over 55% in size
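qHTS (up to 57 uM final) was run with 24 h compound exposure of reporter cells at 37 °C. Each well was multiplexed: SteadyGlo luminescence measured ATXN2-luciferase expression after a fluorogenic Gly-Phe-AFC viability readout (25 uM final).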
HepG2 tox – counter-screen for TGF-b inhibitors: cytotoxicity in HepG2 cells; actives 0.76% (n = 410,000); AID 588856; Potency, µM (titrated, usually from 46.1 µM), without a hit: at the top dose activity change, negative = cytotoxicity, actives largely listed as cytotoxic; HepG2 CAGA-GFP viability, ATP luminescence, 18 h; also: potency is read from the fitted curve at half-maximal effect; some results filed as inactive show a strong effect at the top dose
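HepG2 CAGA-GFP cells (1000/well, DMEM with 1% FBS) received compound, then TGF-beta at 500 pg/mL final, and were incubated 18 hours at 37 degrees C. Viability was read by CellTiter-Glo luminescence. Media-only wells were set as complete cell-killing and DMSO as no toxicity.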
HT1080NT lethal – kills 2HG-producing HT-1080-NT fibrosarcoma cells; Potency, µM (series often up to 46.1 µM), without a hit: at the top dose activity, negative = less viability, actives largely listed as cytotoxic; HT-1080-NT fibrosarcoma viability, CellTiter-Glo ATP luminescence, 48 h; actives 1.6% (n = 360,000); AID 686970;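 also: NT is the 2HG producing partner of a matched IDH1 knockdown line; potency is read from the fitted curve at half-maximal effect; 0% = DMSO-treated cells and -100% = media-only wells without cells; nearly all actives have a fitted effect of over 55% in size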
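Viability of the 2HG-overproducing fibrosarcoma line after 48 hours of compound exposure at 37 degrees C was determined by luminescence with CellTiter-Glo, and concentration-effect curves were then fitted and categorized.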
Numbers without * were called inactive; i = inactive; ? = inconclusive; . = no result given; [ ] = dose if it differs, or a comment. Unless noted, calls follow the shape of the dose curve; as a rule, active = well fitted curve in the direction sought with a large enough effect; inconclusive = small, poorly fitted or top-dose-only effect, or another doubt; inactive = no such curve, though single readings can be large; an effect the other way counts as inactive or inconclusive. The order is random; overall some 8.9% were active at least once.

canonical_smiles,MCF10A rereplic,S2 tox,IL-1B inflam inh,HT1080NT lethal,HT1080 IDH1KD tx,ATXN2 expr inh,KB-3-1 tox,SW480 rereplic,HepG2 tox
Cc1c[n+]([O-])ccc1Oc1ccc([N+](=O)[O-])cc1,-3%,i,23,11%,6%,9%,2%,-1%,3%
CCOc1cccc2cc(C(=O)N3CCc4ccccc4C3)c(=O)oc12,-4%,i,-6,0%,8%,2%,-6%,-4%,1%
CCS(=O)(=O)c1ccc(O)c(NC(=O)/C=C/c2ccc(Cl)cc2)c1,8%,i,-7,?,-27%,-10%,10%,1%,-10%
Cc1ccc(S(=O)(=O)N(C)C[C@H]2Oc3ccc(NC(=O)C4CCCCC4)cc3C(=O)N([C@H](C)CO)C[C@H]2C)cc1,4%,i,-69*,?,?,-4%,-10%,-2%[9.22 µM],-33%
COc1ccc(C2=CN(Cc3ccccc3)CCC2=O)cc1,?,i,-15,3%,3%,3%,-25%,0%[9.22 µM],-2%
Cn1c(=O)c2[nH]c(NCCCN3CCOCC3)nc2n(C)c1=O,18%,i,21,20%,19%,-11%,14%,1%,2%
CCCC(=O)N1CC2(CCC)CN(C(=O)CCC)CC(CCC)(C1)C2=O,0%,i,-14,-4%,-4%,-1%,-1%,-4%,-2%
COC(=O)[C@@]1(Cc2ccc(F)cc2)[C@H]2c3cc(C(=O)N4CCCC4)n(Cc4ccccc4)c3C[C@H]2CN1C(=O)c1ccccc1,.,.,-51*,?,?,?,?,.,.
COc1ccccc1N(CC(=O)NCc1ccccc1)C(=O)CCC(=O)Nc1cc(C)ccn1,-4%[9.22 µM],i,10,17%,10%,1%,6%,-17%,-8%
Cc1cc(/C=C2/NC(=O)NC2=O)c(C)n1C,-10%,i,18,0%,2%,8%[11.3 µM],0%,2%,1%
N#CCN1CCC(c2cc(-c3ccco3)n[nH]2)CC1,-6%,i,3,5%,-5%,6%,7%,-10%,-13%
COc1ccc(CC(=O)NNC(=O)COc2ccc(Cl)cc2C)cc1S(=O)(=O)N1CCOCC1,1%,i,0,-2%,-1%,-4%,1%,-3%,-18%
Cc1cc(C(=O)N/N=C2\CC(=O)CC(C)(C)C2)c(C)n1-c1ccc(F)cc1,8%,i,17,-1%,2%,0%,-12%,3%,-14%
CS(=O)(=O)N(CC(=O)Nc1ccccc1Sc1ccccc1)c1cccc(Br)c1,?,i,-4,-21%,?,1%,-2%,7%,4%
O=C(NCCC1CCCCN1S(=O)(=O)c1ccccc1)C(=O)NCc1ccccc1F (configuration not stated),0%,i,?,-4%,-7%,3%,-13%,13%,-16%
CCn1cc(C(=O)N2CC(C)CC(C)C2)c(=O)c2cc(S(=O)(=O)N(C)C)ccc21 (configuration not stated),-2%,i,-7,2%,1%,-15%,-6%,-9%,-27%
O=C(Nn1c(-c2ccncc2)nc2ccccc2c1=O)c1ccc(Br)cc1,8%,i,10,-14%,-14%,-16%,18%,2%,-13%
O=C(CCCN1C(=O)/C(=C/c2cccs2)SC1=S)Nc1cc([N+](=O)[O-])ccc1O,-1%,i,-2,22%,19%,4%,8%,?,-1%
CC(c1cccs1)N(Cc1ccco1)C(=S)Nc1ccc(F)c(Cl)c1 (configuration not stated),1%,i,9,5%,-3%,-4%,2%,-5%,2%
O=S(=O)(Nc1ccc(O)c(Sc2nc3ccccc3s2)c1)c1ccc(Cl)cc1,21µM*,i,?,2%,-17%,1%,?,-136%[inhibitor],-50%
Cc1cc(C)c(CN2CCC(n3nccc3NC(=O)C3CCOC3)CC2)cc1C (configuration not stated),14%,i,5,1%,-1%,-8%,-12%,-1%,0%
O=C(N(Cc1ccccc1)c1ccccn1)C12CC3CC(CC(C3)C1)C2,16%,i,-24,-16%,-14%,0%,-4%,13%,-22%
CCc1ccc(NC(=O)CSc2nc3[nH]ncc3c(=O)[nH]2)cc1,-4%,i,38,-16%,-18%,0%,3%,-2%,-25%
Cc1noc(-c2ccccc2OC(=O)c2ccccc2)n1,5%,i,9,19%,22%,1%,13%,-2%,-4%
O=C(CSc1nnnn1-c1ccc2c(c1)OCCO2)c1cccc2c1OCCO2,-3%,i,1,2%,-1%,44%[activator],8%,-1%,1%
CCc1ccccc1N(CC(=O)NCc1ccco1)C(=O)CCC(=O)Nc1ccccn1,27%,i,3,0%,4%,-8%,4%,-9%,2%
CCC(=O)c1cn(CC(=O)O)c2ccccc12,4%,i,-1,-6%,-7%,-1%,0%,?,1%
CC(/C=C/c1ccccc1F)=N\NC(=O)C(C)C,-5%,i,-1,0%,19%,55%[activator],6%,5%,-13%
CCOC(=O)c1nnn(-c2ccc([N+](=O)[O-])cc2[N+](=O)[O-])c1C,?,i,?,?,?,1%,23µM*,7.3µM*,16µM*
CCOC(=O)CC1=C(C(=O)OCC)C(c2cccs2)C(C#N)=C(N)O1 (configuration not stated),-7%,i,3,17%,12%,-3%,0%,-7%,1%
Cc1onc(-c2ccccc2)c1C(=O)Nc1ccon1,-9%,i,-11,12%,2%,2%,2%,-1%,11%
O=C(COc1ccccc1F)Nc1ccccc1C(=O)NC1CC1,-1%,i,0,0%,7%,-1%,0%,35%,-11%
CCCNC(=O)C1(C)CCN(C(=O)Cc2ccc(OC)c(OC)c2)C1 (configuration not stated),.,i,15,28%,14%,12%,0%,.,-3%
Cc1ccc(-c2cnc(NC(=O)c3cccc(Br)c3)s2)c(C)c1,-6%,i,-58*,-8%,-4%,-10%,-4%,?,-14%
Cc1ccc(C)c(C(C)NC(=O)c2ccncc2)c1 (configuration not stated),-8%,i,39,4%,-10%,.,-10%,-8%,-7%
O=C(O)c1nccnc1C(=O)Nc1ccc(Cl)cc1Cl,-4%,i,6,2%,-4%,.,2%,-16%,-6%
CC(C)c1ccc(CN(C(=O)C2COc3ccccc3O2)C2CCS(=O)(=O)C2)cc1 (configuration not stated),12%,i,?,0%,-3%,-6%,-15%,8%,1%
O=C(c1cccc(Cl)c1)N1CCN(c2ccc(N3CCOCC3)nn2)CC1,-6%,i,-6,-11%,0%,-1%,5%,-6%,-16%
Cc1nn(C)c(Nc2ccc(Br)cc2)c1Br,9%,i,-55*,-30%,?,-17%,?,-4%,5%
O=C(Nc1cccc(C(=O)O)c1)/C(=C\c1ccco1)NC(=O)c1ccccc1Cl,-1%,i,9,-11%,-4%,1%,-8%,-3%,52%

Quoted from the listing:
O=C(Nc1cccc(C(=O)O)c1)/C(=C\c1ccco1)NC(=O)c1ccccc1Cl in HT1080NT lethal reads -11%
Cc1nn(C)c(Nc2ccc(Br)cc2)c1Br in MCF10A rereplic reads 9%

Other entries follow:
canonical_smiles,MCF10A rereplic,S2 tox,IL-1B inflam inh,HT1080NT lethal,HT1080 IDH1KD tx,ATXN2 expr inh,KB-3-1 tox,SW480 rereplic,HepG2 tox
COc1ccc(CN2CCCC(CO)(Cc3ccc(F)cc3)C2)cc1C (configuration not stated),?,i,-61*,-1%,-15%,?,-22%,-4%,-53%
Cc1cc(C)c2c(=O)cc(CSc3nnc(COc4ccccc4C)n3C)[nH]c2c1,.,?,.,.,.,10%,-12%,.,6%
Cc1n[nH]c(=S)n(/N=C/c2cccc([N+](=O)[O-])c2)c1=O,2%,i,13,-1%,-1%,-4%,6%,18%,-17%
N/C(=N\N=C\c1cccs1)SC1CC(=O)N(c2ccc(Br)cc2)C1=O (configuration not stated),1%,i,1,-16%,?,1%,2%,10%,-9%
Cc1cc(C)cc(NC(=O)CSc2nc(N)c(NC(=O)c3cccs3)c(=O)[nH]2)c1,-4%,i,0,7%,4%,2%,12%,-6%,-1%
CC1Cc2ccccc2N1C(=O)c1ccc(F)c(S(=O)(=O)N2CCOCC2)c1 (configuration not stated),9%,i,20,0%,-1%,-11%,-14%,0%,2%
CCN(CC(=O)Nc1ccc2c(c1)OC(F)(F)O2)Cc1nc2ccccc2c(=O)[nH]1,0%,i,0,?,?,-19%,3%,0%,-3%
COc1ccc(NC(=O)Cn2c(=O)n(-c3ccccc3)c(=O)c3sccc32)c(OC)c1,14%,?,3,-1%,8%,.,?,-1%,-30%
CC(Sc1nnc(-c2ccccc2F)n1C1CC1)C(=O)NCc1ccco1 (configuration not stated),13%,i,12,1%,2%,.,4%,-17%,-19%
O=C(c1ccco1)N1CCn2cccc2C1c1ccccc1 (configuration not stated),-3%,i,?,-5%,-16%,-10%,-5%,-1%,-6%
O=Cc1c(N2CCN(c3cccc(Cl)c3)CC2)nc2ccccn2c1=O,11%,i,-11,-22%,-20%,-20%,?,7%,-22%
CCc1ccc(CNC(=O)CCCn2c(=O)c3cccn3c3cccnc32)cc1,15%,i,?,-1%,-5%,-25%,-1%,-7%,14%
CCc1ccc(NC(=O)c2cc3c(=O)n(Cc4cccs4)ccc3nc2C)cc1,.,?,.,.,.,?,?,.,-32%
COc1ccccc1Cc1c(-c2ccc(C)cc2)nc2cc(C)c(Br)c(C)n12,.,i,38,-19%,-18%,71%[activator],-28%,.,.
O=C(CN1CCN(Cc2ccccc2)CC1)Nc1ccc(-n2cnnn2)cc1,-5%,i,-22,3%,3%,1%,?,-5%,-5%
O=C(CNCC1(N2CCOCC2)CCCCC1)Nc1ccc(Cl)cc1,-11%,i,-16,0%,0%,0%,0%,-17%,-2%
